Screening results deposited in PubChem BioAssay by National Center for Advancing Translational Sciences (NCATS).
B2AR arrestin – recruits beta-arrestin to the human beta2-adrenergic receptor; P07550; beta-arrestin recruitment to beta2AR, cell-based reporter; Potency, µM (titrated, usually from 46.1 µM), without a hit: top-dose activation, actives largely listed as activators; hit rate 0.02% among 330,000; AID 492947;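 also: 0% = DMSO controls and full agonism = EC100 isoproterenol or metaproterenol; nearly all actives have a fitted effect of over 65% in size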
Target sequence (P07550 whole entry, looked up): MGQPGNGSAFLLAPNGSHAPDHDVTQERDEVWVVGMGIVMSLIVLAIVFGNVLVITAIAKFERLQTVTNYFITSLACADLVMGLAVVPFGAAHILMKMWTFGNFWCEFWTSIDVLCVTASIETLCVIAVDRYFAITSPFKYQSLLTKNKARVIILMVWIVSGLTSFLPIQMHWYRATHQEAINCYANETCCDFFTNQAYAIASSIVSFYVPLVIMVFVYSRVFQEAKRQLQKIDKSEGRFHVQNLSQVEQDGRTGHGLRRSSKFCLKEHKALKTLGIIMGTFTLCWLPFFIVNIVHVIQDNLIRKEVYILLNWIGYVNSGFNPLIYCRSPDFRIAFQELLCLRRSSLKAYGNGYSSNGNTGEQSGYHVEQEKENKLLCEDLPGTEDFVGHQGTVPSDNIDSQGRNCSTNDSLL
Chronic BCR inh – inhibitors of chronic active B-cell receptor signaling | Potency, µM (top dose mostly 46.1 µM), for inactives: top-dose ratio change, negative = lower green/red ratio, actives largely listed as inhibitors | hit rate 0.05% among 340,000 | AID 493014 | ABC-DLBCL IkBa-CBG/CBR reporter, luminescence ratio, 4 h; active = well fitted inhibition curve with a large enough effect in the signal ratio, with a control signal flat, not every such curve was filed as active; inconclusive = small, poorly fitted or top-dose-only effect, or effect the other way, or a change in a side signal; the % refers to the signal ratio;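 also: plate controls were basal doxycycline-induced cells for no effect and cells given 10 µM MG132 for full effect; MG132 reads +100%, hits lower the ratio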
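TMD8 human ABC-DLBCL cells with doxycycline-inducible IκBα–green luciferase fusion and unfused red luciferase, in 0.5% FBS medium; compounds up to 46 uM, 4 h at 37C. Green/red luminescence ratio, filter-overlap corrected, fitted to concentration-response curves.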
GALK inh – galactokinase (human) inhibition; Potency, µM (series often up to 57.5 µM), for inactives: top-dose activity change, negative = inhibition, most hits filed as inhibitors; P51570; hit rate 0.007% among 270,000; AID 1868; Purified GALK, Kinase-Glo residual ATP luminescence; also: % is scaled to controls: 0 for no effect and ±100 for the full control effect
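Kinase-Glo Plus luminescence measured ATP left after a 1 h room-temperature reaction. The reaction used 5 nM GALK, 100 uM galactose and 35 uM ATP at pH 8.0 (20 mM HEPES, 5 mM MgCl2, 60 mM NaCl, 1 mM DTT, 0.01% BSA).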
Menin MLL FP TR – menin-MLL binding inhibition, Texas Red mutant peptide | O00255 | Menin + Texas Red MLL mutant peptide, fluorescence polarization | Potency, µM (top dose mostly 61.6 µM), for inactives: at the highest dose FP activity change, negative = inhibition, hits mostly inhibitors | hit rate 0.23% among 270,000 | AID 1768; active = well fitted inhibition curve with a large enough effect in the polarisation, with a control signal flat, not every such curve was filed as active; inconclusive = small, poorly fitted or top-dose-only effect, or effect the other way, or a change in a side signal; inactive = no such curve, though single readings can be large or run the other way; the % refers to the polarisation; also: % of control where 0% means no effect; many of its hits are not listed in these tables
Tb PFK block – blocks T. brucei phosphofructokinase. T. brucei PFK, ADP-Glo luminescence. Potency, µM (doses to about 57.5 µM), inactives show at the top dose activity, negative = inhibition, hits mostly inhibitors. hit rate 0.17% among 330,000;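 also: 0% = uninhibited 1x PFK enzyme wells and -100% = no-enzyme wells; nearly all actives have a fitted effect of over 60% in size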
Target sequence (O15648 whole entry, looked up): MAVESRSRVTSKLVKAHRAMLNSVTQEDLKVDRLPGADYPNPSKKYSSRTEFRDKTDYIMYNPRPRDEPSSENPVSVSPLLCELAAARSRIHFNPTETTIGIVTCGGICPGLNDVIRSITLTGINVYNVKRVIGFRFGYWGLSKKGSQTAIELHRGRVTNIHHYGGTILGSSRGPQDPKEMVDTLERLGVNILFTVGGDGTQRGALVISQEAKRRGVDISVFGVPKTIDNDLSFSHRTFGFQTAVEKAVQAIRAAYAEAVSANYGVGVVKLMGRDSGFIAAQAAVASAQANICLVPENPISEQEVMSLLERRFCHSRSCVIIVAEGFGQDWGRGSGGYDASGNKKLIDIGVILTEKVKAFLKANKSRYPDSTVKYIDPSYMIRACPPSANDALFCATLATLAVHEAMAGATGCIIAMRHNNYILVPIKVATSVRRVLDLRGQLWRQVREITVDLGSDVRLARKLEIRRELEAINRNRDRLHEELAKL
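Activity is normalized to no-enzyme wells (full inhibition) and 1.25 nM enzyme wells (no inhibition). Reaction: 0.5 mM F6P, 0.1 mM ATP, 45 min RT, ADP-Glo luminescence; concentration-response curves fitted and classed by quality.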
Starred values were filed as active, the others as inactive; ? = inconclusive; . = not tested or not shown. Unless noted, calls follow the shape of the dose curve; as a rule, active = well fitted curve in the direction sought with a large enough effect; inconclusive = small, poorly fitted or top-dose-only effect, or another doubt; inactive = no such curve, though single readings can be large; an effect the other way counts as inactive or inconclusive. Potency is read from the fitted curve at half-maximal effect.

Sample of the layout:
cpd	SMILES	B2AR arrestin	Chronic BCR inh	GALK inh	Menin MLL FP TR	Tb PFK block
1	c1coc(-c2ccc3ncnc(NCc4cccs4)c3c2)c1	-0.4%	?	.	.	-11%
2	O=C1NC(Cc2ccccc2)c2nc3cc(Cl)ccc3c(=O)n2-c2ccccc21 (centres undefined)	0.0%	1%	.	.	-6%
3	O=C1NC(Cc2ccccc2)c2nc3ccc(Cl)cc3c(=O)n2-c2cc(Cl)ccc21 (centres undefined)	-0.1%	?	.	.	-4%
4	Oc1cc(Nc2ccc(N3CCCCC3)cc2)cc2cccnc12	0.0%	-8%	.	.	-1%
5	Cc1cccc(-c2ccc3ncnc(NCc4cccc(F)c4)c3c2)c1	-0.5%	0%	.	.	-2%
6	C#CCOCCOCCOCCNc1nc(N2CCN(C(=O)CCCCCCCCCCNC(=O)[C@H]([C@@H](C)CC)n3cc(CCCCN=C(N)N)nn3)CC2)nc(N2CCN(C(=O)CCCCCCCCCCNC(=O)[C@H](CCCCN)n3cc(C[C@@H](C)CC)nn3)CC2)n1	2.6%	?	.	.	-7%
7	Cn1ccc2cc(-c3ccc4ncnc(NCc5cccc(F)c5)c4c3)ccc21	-0.2%	18%	.	.	-4%
8	CC(=O)NCc1cc(Cl)c2cccnc2c1O	?	?	.	.	1%
9	O=S(=O)(NC1CCC(CNS(=O)(=O)c2c(F)cccc2F)CC1)c1ccc2c(c1)OCCO2 (centres undefined)	-1.0%	-3%	.	.	-4%
10	CC(C)CC1NC(=O)c2ccccc2-n2c1nc1ccc(F)cc1c2=O (centres undefined)	-1.0%	1%	.	.	-2%
11	O=C(Nc1cccc(N2C(=O)C=CC2=O)c1)c1cccs1	-0.3%	?	.	.	?

Results (from the top)
cpd	SMILES	B2AR arrestin	Chronic BCR inh	GALK inh	Menin MLL FP TR	Tb PFK block
1	c1coc(-c2ccc3ncnc(NCc4cccs4)c3c2)c1	-0.4%	?	.	.	-11%
2	O=C1NC(Cc2ccccc2)c2nc3cc(Cl)ccc3c(=O)n2-c2ccccc21 (centres undefined)	0.0%	1%	.	.	-6%
3	O=C1NC(Cc2ccccc2)c2nc3ccc(Cl)cc3c(=O)n2-c2cc(Cl)ccc21 (centres undefined)	-0.1%	?	.	.	-4%
4	Oc1cc(Nc2ccc(N3CCCCC3)cc2)cc2cccnc12	0.0%	-8%	.	.	-1%
5	Cc1cccc(-c2ccc3ncnc(NCc4cccc(F)c4)c3c2)c1	-0.5%	0%	.	.	-2%
6	C#CCOCCOCCOCCNc1nc(N2CCN(C(=O)CCCCCCCCCCNC(=O)[C@H]([C@@H](C)CC)n3cc(CCCCN=C(N)N)nn3)CC2)nc(N2CCN(C(=O)CCCCCCCCCCNC(=O)[C@H](CCCCN)n3cc(C[C@@H](C)CC)nn3)CC2)n1	2.6%	?	.	.	-7%
7	Cn1ccc2cc(-c3ccc4ncnc(NCc5cccc(F)c5)c4c3)ccc21	-0.2%	18%	.	.	-4%
8	CC(=O)NCc1cc(Cl)c2cccnc2c1O	?	?	.	.	1%
9	O=S(=O)(NC1CCC(CNS(=O)(=O)c2c(F)cccc2F)CC1)c1ccc2c(c1)OCCO2 (centres undefined)	-1.0%	-3%	.	.	-4%
10	CC(C)CC1NC(=O)c2ccccc2-n2c1nc1ccc(F)cc1c2=O (centres undefined)	-1.0%	1%	.	.	-2%
11	O=C(Nc1cccc(N2C(=O)C=CC2=O)c1)c1cccs1	-0.3%	?	.	.	?
12	CC(=O)N1CCOc2cc(S(=O)(=O)NCc3ccccc3Cl)c(Cl)cc21	-0.6%	1%	.	.	-1%

Additional results:
cpd	SMILES	B2AR arrestin	Chronic BCR inh	GALK inh	Menin MLL FP TR	Tb PFK block
13	Cc1ccc2c(c1)-n1c(nc3cc(Cl)ccc3c1=O)C(Cc1ccccc1)NC2=O (centres undefined)	0.4%	-3%	.	.	-3%
14	CC(C)[C@]1(c2ccc(Cl)cc2)ON(c2ccccc2C(F)(F)F)C1=O	0.5%	-4%	.	.	5%
15	Cc1ccc2c(=O)n3c(nc2c1)C(Cc1ccccc1)NC(=O)c1ccc(Cl)cc1-3 (centres undefined)	-0.5%	?	.	.	0%
16	CC(=O)OC[C@]12CC[C@H]3[C@@](C)(CC[C@H]4C(C)(C)CCC[C@]34C)[C@@H]1C[C@H](C1=CC(=O)O[C@@H]1OC(C)=O)O2	5.6%	-4%	.	.	0%
17	COC(=O)CCC(=O)c1ccc(OC)c(Cl)c1	0.3%	-1%	.	.	0%
18	CC(=O)NC(c1cc(F)c2cccnc2c1O)C(C)C (centres undefined)	-0.2%	-25%	.	.	-5%
19	C#CCOCCOCCOCCNc1nc(N2CCN(C(=O)CCCCCCCCCCNC(=O)[C@H]([C@@H](C)CC)n3cc(CCCCN=C(N)N)nn3)CC2)nc(N2CCN(C(=O)CCCCCCCCCCNC(=O)[C@H](CCCN=C(N)N)n3cc(C[C@@H](C)CC)nn3)CC2)n1	0.4%	1%	.	.	-6%
20	CCOc1ccc(OCC(=O)N(CCC2=CCCCC2)c2c(N)n(Cc3ccccc3)c(=O)[nH]c2=O)cc1	-1.5%	5%	.	.	-11%
21	CC(C)CC1NC(=O)c2ccccc2-n2c1nc1ccccc1c2=O (centres undefined)	-0.1%	0%	.	.	-1%
22	C#CCOCCOCCOCCNc1nc(N2CCN(C(=O)CCCCCCCCCCNC(=O)[C@H](CCCN=C(N)N)n3cc(C[C@@H](C)CC)nn3)CC2)nc(N2CCN(C(=O)CCCCCCCCCCNC(=O)[C@@H]([C@H](C)CC)n3cc(CCCCCN)nn3)CC2)n1	-0.2%	?	.	.	?
23	CC(C)CC1NC(=O)c2cc(Cl)ccc2-n2c1nc1ccc(F)cc1c2=O (centres undefined)	-0.9%	1%	.	.	0%
24	CCc1ccccc1Nc1nn2c(=O)c3ccc(C(=O)NCCCOC(C)C)cc3nc2s1	-0.1%	-2%	.	.	0%

(further entries)
cpd	SMILES	B2AR arrestin	Chronic BCR inh	GALK inh	Menin MLL FP TR	Tb PFK block
25	Cc1ccc2nc3n(c(=O)c2c1)-c1ccc(Cl)cc1C(=O)NC3CC(C)C (centres undefined)	0.0%	1%	.	.	7%
26	Cn1ccc2cc(-c3ccc4ncnc(NCc5cccnc5)c4c3)ccc21	-0.3%	0%	.	.	-1%
27	CCCCNC(=O)C(C1CCCCC1)N(CCN(C)C)C(=O)CCCN1C(=O)NC(c2ccc(-c3ccccc3)cc2)C(C(=O)OCc2ccccc2)=C1C (centres undefined)	-0.5%	?	.	.	11%
28	Cc1ccc(-n2nc(C)c(C(=O)O)c2-n2cccc2)cc1	-0.2%	10%	.	.	?
29	CCN(CC)S(=O)(=O)c1ccc2c(c1)N(CC(=O)N1CCN(c3ccc(F)cc3)CC1)C(=O)CO2	-0.2%	5%	.	.	7%
30	Oc1ccc(COC2CCN(Cc3ccccc3)C2)c2cccnc12 (centres undefined)	14%	?	.	.	-3%
31	Cn1c2cc([N+](=O)[O-])sc2c2cnn(Cc3ccccc3F)c(=O)c21	0.3%	7%	.	.	-5%
32	C=C(NC(=O)C(=C)NC(=O)c1csc(C2=NC3c4csc(n4)C4NC(=O)c5csc(n5)C([C@@](C)(O)C(C)O)NC(=O)C5CSC(=N5)/C(=C\C)NC(=O)C(C(C)O)NC(=O)c5csc(n5)[C@]3(CC2)NC(=O)C(C)NC(=O)C(=C)NC(=O)C(C)NC(=O)C(C(C)CC)NC2C=Cc3c(C(C)O)cc(nc3C2O)C(=O)OC4C)n1)C(N)=O (some centres undefined)	8.6%	-11%	.	.	0%
33	COc1ccc2nc3n(c(=O)c2c1)-c1cc(Cl)ccc1C(=O)NC3Cc1ccccc1 (centres undefined)	2.9%	-1%	.	.	-1%
34	O=C1NC(Cc2ccccc2)c2nc3cc(F)ccc3c(=O)n2-c2ccc(Cl)cc21 (centres undefined)	-0.9%	?	.	.	10%
35	Cn1c2ccsc2c2cnn(Cc3ccc(F)cc3)c(=O)c21	-0.7%	1%	.	.	-2%
36	Cc1ccc2c(=O)n3c(nc2c1)C(Cc1ccccc1)NC(=O)c1cc(Cl)ccc1-3 (centres undefined)	0.4%	-8%	.	.	1%

Going on with the list.
cpd	SMILES	B2AR arrestin	Chronic BCR inh	GALK inh	Menin MLL FP TR	Tb PFK block
37	O=C(Nc1ccc(Cl)cc1)c1nc[nH]c1C(=O)NCCCNC(=O)c1[nH]cnc1C(=O)Nc1ccc(Cl)cc1	0.1%	6%	.	.	9%
38	CCn1c(-c2ccc(S(=O)(=O)N3CCOCC3)cc2)csc1=Nc1ccc(C)c(Cl)c1	-0.1%	22%	.	.	-13%
39	O=C(NCCc1ccc(Cl)cc1)c1ccc(Cn2c(=O)[nH]c3ccccc3c2=O)cc1	-0.1%	13%	.	.	-7%
40	Oc1ccc(CNc2ccc(C(F)(F)F)cc2Cl)c2cccnc12	0.1%	?	.	.	-3%
41	Cc1ccc2nc3n(c(=O)c2c1)-c1cc(Cl)ccc1C(=O)NC3Cc1ccccc1 (centres undefined)	0.0%	8%	.	.	1%
42	Cc1cccc(CNc2ncnc3ccc(-c4ccc5c(ccn5C)c4)cc23)c1	-1.0%	?	.	.	1%
43	O=C(NCc1ccc(F)cc1)c1cccc2c1C(=O)c1ccc(Cl)cc1S2(=O)=O	0.1%	-4%	.	.	-1%
44	C=C(C(=O)Oc1ccccc1C(C)(C)C)c1ccccc1	0.0%	?	.	.	0%
45	CC(C)CC1NC(=O)c2ccc(Cl)cc2-n2c1nc1ccc(Cl)cc1c2=O (centres undefined)	0.0%	1%	.	.	7%
46	O=C1NC(Cc2ccc(O)cc2)c2nc3ccc(Cl)cc3c(=O)n2-c2ccc(Cl)cc21 (centres undefined)	0.2%	-1%	.	.	7%
47	Cc1ccc(-c2nc3c(c(SCC(=O)Nc4cccc(C(=O)O)c4)n2)Cc2cccc(C)c2O3)cc1	-0.3%	8%	.	.	1.7µM*
48	Cc1ccc2nc3sc(C(=O)Nc4ccc(F)cc4)cc3cc2c1	-0.1%	6%	.	.	-12%

(further entries)
cpd	SMILES	B2AR arrestin	Chronic BCR inh	GALK inh	Menin MLL FP TR	Tb PFK block
49	COC(=O)c1cnn(-c2ccc(C(=O)Nc3ccc(C(C)=O)cc3)cc2)c1N	-0.9%	-6%	.	.	-10%
50	CS(=O)(=O)NCc1ccccc1Br	-2.5%	-1%	.	.	0%
51	CCCCOC(=O)NS(=O)(=O)c1sc(CC(C)C)cc1-c1ccc(Cn2c(CC)nc3c(C)cc(C)nc32)cc1	-0.9%	?	.	?	3%
52	CC(C)c1ccc(C(=O)NNC(=O)C2C3CCC(C3)C2C(=O)O)cc1 (centres undefined)	0.1%	0%	-5%	.	9%

An excerpt; count on the stated rates, not on these rows.
